SSB-PriA inh = K. pneumoniae PriA-SSBct interaction inhibition | AlphaScreen SSBct-PriA binding, biotinylated peptide | inhibition, % at 33 µM | 0.6% of 430,000 active | AID 1272365; in the data active means inhibition mostly above about 37%, no sharp cut-off; inactive means mostly below about 20%;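 further: plate controls were negative control peptide for no effect and reference peptide for full effect; strong numbers were not always called active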
* marks the source's active call; other numbers are inactive results; & = joins results of further samples.

SMILES,SSB-PriA inh
Cc1cc(C(=O)Nc2cc(C)nn2-c2ccccc2)n(C)n1,6.0
O=C(NN=Cc1cccnc1)c1cc(-c2ccc(Cl)s2)[nH]n1,-3.4
Cc1cc(NC(=O)c2ccco2)n(-c2nc3c(cnn3-c3ccc(C)c(C)c3)c(=O)[nH]2)n1,-4.0
COc1ccc2nc(-c3ccc(OC)c(NC(=O)c4ccccc4C(F)(F)F)c3)cn2n1,8.0
COc1ncccc1C(=O)NCC1CCCN1c1nc2ccccc2o1 (stereo not drawn),8.0
O=C(NCc1nccc(N2CCCC2)n1)c1ccc(Br)o1,-11.0
COc1ccc(CC(=O)Nc2nnc3n2CCCS3)cc1OC,-11.0
O=C(Nc1cccc(-c2cn3ccsc3n2)c1)c1ccc(I)cc1,-1.0
Cc1onc(-c2ccccc2Cl)c1C(=O)NCc1cc(-c2ccncc2)n(C2CCCC2)n1,-14.0
Cc1cccc2sc(N(Cc3cccnc3)C(=O)c3ccc(-c4ccccc4)cc3)nc12,-9.0
CN(C)S(=O)(=O)N1CCN(S(=O)(=O)N2CCCC2)CC1,-4.0
O=C(CS(=O)(=O)c1cn(CC(=O)N2CCCC2)c2ccccc12)Nc1cc(C(F)(F)F)ccc1Cl,-4.0
Cc1ccc2c(NC(=O)c3ccccc3Cl)noc2n1,-9.0
CS(=O)(=O)N1CCC(C(=O)N2CCC(Cn3cccn3)CC2)CC1,1.0
Oc1c(Br)cc(Br)cc1C=Nn1c(-c2ccccc2)n[nH]c1=S,-18.6
Cc1ccc(NC(=O)C2C(C=C(Cl)Cl)C2(C)C)c(C)c1 (stereo not drawn),-18.0
O=C(Nc1nc(-c2ccc(Cl)cc2Cl)cs1)c1ccc(N2C(=O)CCC2=O)cc1,64.0*
N#Cc1nccnc1OC1CCN(C(=O)c2cc3ccccn3c2)C1 (stereo not drawn),-3.0
COc1ccc(C(=O)OCCNC(=O)c2cccnc2)cc1,3.0
C/C=C/c1ccc(OCC(O)CN2CCN(c3cccc(Cl)c3)CC2)c(OC)c1 (stereo not drawn),36.0*
O=C(CCCOc1ccc(Cl)cc1)Nc1ccc(N2CCCCC2)cc1,28.0
COCc1cc(C)nc(OCC(=O)NN=Cc2ccc(C)o2)c1C#N,-2.0
CCOc1ccccc1N1CCN(S(=O)(=O)c2ccc(OCC)c3ccccc23)CC1,-7.0
O=C(CSCc1ccccc1)NCC1CCN(C(=O)c2ccoc2)CC1,-1.0
O=C(c1ccc(Cl)c([N+](=O)[O-])c1)N1CCN(c2ccc(N3CCN(CCO)CC3)nn2)CC1,10.0
CC(=O)c1ccc(S(=O)(=O)N2CC(S(=O)(=O)c3ccc(Cl)cc3)C2)cc1,-15.0
O=S(=O)(c1ccc(Br)cc1)c1nnn2c1nc(NCc1ccco1)c1sccc12,-20.0
COCC(C)(O)CNS(=O)(=O)Cc1ccc(C(F)(F)F)cc1 (stereo not drawn),28.0
CCOc1ccc(OCCNC(=O)c2ccc3ccccc3c2)cc1,-19.0&-14.0
CCOC(=O)C=c1sc(=Cc2c(OCC)ccc3ccccc23)c(=O)n1CC(=O)NCC1CCCO1 (stereo not drawn),-3.8
CC(=O)N(CCN(C)C)c1nc2c(C)cc(C)cc2s1,-6.0
O=C(c1cc(-c2ccc(F)cc2)n[nH]1)N1CCCC(Cc2nc(C3CC3)no2)C1 (stereo not drawn),-18.0
Cc1oncc1C(=O)NCCn1ccn2nccc12,-7.0
CC12CCC(C(=O)Oc3ccc(-c4ccc(C#N)cc4)cc3)(CC1=O)C2(C)C (stereo not drawn),-3.0
O=C(CSc1nc2ccccc2c(=O)n1-c1ccccc1)c1ccc2c(c1)OCCO2,-13.0
CN(C)c1nccc(CNC(=O)c2ccc(F)cc2)n1,-7.0
CC(=O)N1CCc2ccc(NS(=O)(=O)c3ccc(Cl)s3)cc21,5.0
Cc1ccc2nc(NC(=O)COc3ccccc3)sc2c1,-5.0
C[n+]1ccc(C(=O)NCCC[N+](C)(C)C)cc1C=NO,-7.0
O=C(Oc1cccc2ccccc12)c1ccc(Cl)c([N+](=O)[O-])c1,30.0
COCCCN1C(=O)C(=O)C(=C(O)c2ccc(S(=O)(=O)N3CCOCC3)cc2)C1c1ccc(F)cc1 (stereo not drawn),-11.3
O=C(CSCc1ccccc1)NCCn1nc(-c2ccsc2)cc1C1CC1,-15.0
N#C/C(=C\N1CCN(c2cccc(Cl)c2)CC1)C(=O)NCCc1ccccc1,-16.0
N#Cc1ccccc1NC(=O)C(=O)NCCC1CCCCN1S(=O)(=O)c1cccs1 (stereo not drawn),-13.0
Cn1c(-c2ccc(Cl)cc2)cnc1SCC(N)=O,12.0
O=c1nc2scc(CSc3ccccc3)n2c2sc3c(c12)CCCC3,-7.0
Cc1ccc(S(=O)(=O)N=C(Nc2cccc(C)c2)Nc2nc(C)cc(C)n2)cc1,-10.7
CCCc1n[nH]c2c1C(=NO)CCC2,-11.3
CCC(=O)NCCN1CCn2cc(OCc3ccc(F)cc3)c(=O)cc2C1=O,23.0
O=C(Cc1cc(=O)[nH]c(SCc2cccc(Cl)c2)n1)Nc1ccc2c(c1)OCO2,-1.0
Cc1ccc(NC(=O)c2oc3ccccc3c2NC(=O)Cc2ccc(F)cc2)cc1C,-4.0
COc1ccc(NC(=O)Cn2ncn3nc(-c4ccc(Cl)cc4)cc3c2=O)c(OC)c1,-6.0
O=C(Nc1cccc(N2CCCCC2=O)c1)c1cccc(F)c1,-5.0
O=C(NCc1cccnc1)C1CN(S(=O)(=O)C2CC2)C1,-10.0
O=[N+]([O-])c1ccc2c(c1)CNCC2,24.0
O=C(CN1CCC(c2nc3ccccc3[nH]2)CC1)N1CCc2ccccc21,-3.0
Cc1cc(NC(=O)C(=O)NCCc2ccc(Cl)cc2)c2ccccc2n1,-3.0
CCOC(=O)c1cccc(NC(=O)c2scc(-c3ccc(Cl)cc3)c2-n2cccc2)c1,-33.0
Cn1c(=NC(=O)c2cccc(N3C(=O)CCC3=O)c2)sc2cc3c(cc21)OCCO3,-12.0
O=C(Cn1cc(C(F)(F)F)ccc1=O)NN=Cc1ccc(Cl)cc1Cl,-10.5

(next part)
structure | SSB-PriA inh
CCOc1cc(C=NNc2cc(C)nc3ccc(C)cc23)ccc1O | -8.1
CCOC(=O)NN=C/C=C/c1ccc2c(c1)OCO2 | 4.2
Cn1nc(CNC(=O)c2nc3ccccc3s2)cc1-c1cccs1 | -7.0
CCOc1cccc2cc(-c3csc(NC(=O)c4cccc(OC)c4OC)n3)oc12 | 1.0
CCCc1ccc(S(=O)(=O)NCC2CCN(CCOC)CC2)cc1 | -10.0
O=C(NN=Cc1cc(Br)cc(Br)c1O)c1cccc(S(=O)(=O)N2CCOCC2)c1 | -3.9
COCCNC(=O)Cc1ccc(NC(=O)c2cncc(Br)c2)cc1 | -11.0
O=S(=O)(c1ccc(F)c(Cl)c1)N1CCN(c2ccc3nnc(C4CC4)n3n2)CC1 | -5.0
CN(C)/N=C\c1ccc(/C=C/C(=O)c2ccc(F)cc2)cc1 | 0.0
Cc1nc(-c2ccccc2)sc1CC(=O)N1CCN(C/C=C/c2ccccc2)CC1 | 0.0
Cc1ccc(C(=O)CSc2nnnn2-c2ccccc2)cc1C | -7.0
O=C(COc1ccccc1)NCC(=O)NN=Cc1cccs1 | 3.9
COc1cc(C=NNC(=O)c2csc3c2CCCC3)cc(OC)c1O | -9.5
O=C(c1c(F)cccc1Cl)N1CCN(c2nccn2-c2ccccc2F)CC1 | 44.6
O=C(NCCn1ncc2c(=O)n(Cc3ccc(F)cc3)cnc21)c1ccc(F)cc1 | 5.0
COc1ccc(OC)c(CNC(=O)c2[nH]c3ccc(C)cc3c2NC(=O)c2ccc(F)cc2)c1 | -4.0
Cn1c(O)c(C=CC=Nc2ccccc2)c(=O)n(C)c1=S | 2.4
COc1ccc2cc(C(=O)NCc3ccccc3-c3ccsc3)[nH]c2c1 | 15.0
CN(C)c1ccc(/C=N\Nc2nc(-c3ccccc3)cs2)cc1 | 40.0
N#Cc1nc(-c2ccc(S(=O)(=O)N3CCOCC3)cc2)oc1N1CCN(Cc2ccccc2)CC1 | 5.0
COCCNC(=O)CSc1nc(-c2ccc(F)cc2)[nH]c1-c1ccc(Cl)cc1 | -9.0
COCCN(CCOC)C(=O)Cc1csc2nc(-c3ccccc3)cn12 | -3.0
COc1ccc(-c2csc(Cc3nc(-c4ccc(C(F)(F)F)cc4)no3)n2)cc1OC | -15.0
COC(=O)c1cc(-c2cccc(Br)c2)n[nH]1 | -13.0
COCCN(Cc1ccsc1)C(=O)c1cc(Br)cs1 | -12.0
Cc1ccc(-c2noc(-c3ccc(=O)n(CC(=O)NC[C@H]4CCCO4)c3)n2)cc1 | 5.0
CCOCCCNC(=O)c1nnc2n(c1=O)CCN2c1ccc(C)cc1 | -10.0
Cc1ccc(C(=O)N2CCN(c3nccn3C)CC2)cc1C | 16.0
COc1ccc(S(=O)(=O)NCCCn2ncccc2=O)cc1C | 11.0
O=C1Nc2ccccc2N2CC(NS(=O)(=O)c3cccnc3)CC12 (stereo not drawn) | -11.0
O=C(c1ccc(Br)o1)N1CCN(c2ccc(-c3noc(C4CC4)n3)cn2)CC1 | -10.0
Cc1ccc(C)c(S(=O)(=O)Nc2ccc(C(=O)N3CCC(Cc4ccccc4)CC3)cc2)c1 | -12.0&12.0
COC(=O)c1c(NC(=O)c2ccc(-c3ccccc3)cc2)sc2c1CCN(C(C)=O)C2 | -2.0
CC(C)COP(=O)(OCC(C)C)C(O)c1ccc(Br)cc1 (stereo not drawn) | -1.0
O=C(COc1ccc(C=NNS(=O)(=O)c2ccccc2)cc1)Nc1ccc(F)cc1 | 5.2
CC(C)c1nnc(C2CCN(C(=O)c3cncc(Br)c3)CC2)o1 | 1.0
Cc1cccc(C)c1N1Cc2cc(Br)ccc2O[C@@H](C)C1=O | -13.0
Clc1cccc(-n2ncc3c(SCc4ccccn4)ncnc32)c1 | -12.0
CSc1ccc(NC(=O)CCCc2ccccc2)nn1 | -7.0
Cc1ccc2[nH]c3c(=O)n(CC(=O)N4CCN(C(=O)c5ccco5)CC4)cnc3c2c1 | -11.0
CCOC(=O)c1sc(NC(=O)CSC2=NN3CCCC(=O)N=C3S2)c(C(=O)OCC)c1C | -13.0&-13.0
Cn1c(=NC(=O)c2cccc(Cl)c2)sc2cccc(F)c21 | -7.0
COc1ccccc1Oc1coc2c3c(ccc2c1=O)OCN(C1CCS(=O)(=O)C1)C3 (stereo not drawn) | 13.0
CN(C)S(=O)(=O)n1nnc2ccccc21 | -24.0
COc1ccc(NC(=O)CSc2nnc(C)c3ccccc23)c(OC)c1 | 7.0
Cc1ccc(C(=O)Nc2ccc(-c3ccc4nnc(-c5ccncc5)n4n3)cc2)cc1C | 0.0
O=C(NCCn1nc(-c2cccs2)ccc1=O)NC1CCCCC1 | -9.0
CC(C)(C)c1ccc(C(=O)N2CCC(S(=O)(=O)c3ccccc3)CC2)cc1 | 6.0
COCC(=O)Nc1ccc2c(c1)CN(S(=O)(=O)c1ccc(C)cc1)CC2 | 6.0
COc1cc(C=NNc2nn3cnnc3c3ccccc23)ccc1O | -2.3
Cc1ccc(-n2ncc3c(N4CCN(c5ccccc5F)CC4)ncnc32)c(C)c1 | -12.0
Cn1c(NNC(=O)c2cc(Br)ccc2Cl)cc(=O)n(C)c1=O | 6.0
Cc1ccc2sc(NC(=O)c3ccccc3Br)nc2c1C | -11.0
Cc1cc(C)cc(N2CCN(C(=O)c3ccc(Cl)cc3)CC2)c1 | -5.0
O=C(c1cccc([N+](=O)[O-])c1)N1CCN(C(=O)N2CCOCC2)CC1 | 0.0
Clc1ccc(Sc2ccc(C=Nn3cnnc3)o2)cc1 | -6.2
COC(=O)c1ccc(CN2CCC(c3nnc(C)s3)CC2)cc1 | -11.0
Cc1ccc(S(=O)(=O)N2CCN(CCNC(=O)c3ccccc3F)CC2)cc1 | 5.0&9.0
O=c1[nH]nc(SCc2ccc(F)cc2Cl)n2nc(-c3ccco3)cc12 | 9.0
CC(=NOc1nc(C)cc(C)n1)c1ccc(Br)cc1 | -7.2

Later entries.
structure | SSB-PriA inh
COc1ccc(SCC(=O)N2CC(Oc3nc4ccccc4s3)C2)cc1 | -17.0
O=S(=O)(NN=Cc1cccc(OC2CSC2)c1)c1ccccc1 | -6.2
Cc1ccccc1OCC(=O)N1CCC(Cn2ccnc2C)CC1 | 4.0
COC(=O)c1ccc(Oc2coc3cc(OC(=O)C4CCCCC4)ccc3c2=O)cc1 | 5.0
CC(=O)Oc1ccc(C=NNC(=O)c2cc3c(ccc4ccccc43)o2)cc1 | -3.8
COC(=O)c1ccc2c(=O)n3nc(Nc4ccc(C(C)C)cc4)sc3nc2c1 | -17.0
COc1ccc2c(C=NNc3ccc(C(=O)O)cc3)c[nH]c2c1 | 8.0
COc1ccc(C(=O)CC#N)cc1OC | -6.0
Cc1csc(CN2CCN(C(=O)c3cc4ccccc4o3)CC2)n1 | -2.0
N#Cc1nccnc1N1CCC(CNC(=O)c2cc(Br)cs2)CC1 | -45.0
O=[N+]([O-])c1cccc(-c2nc3nc4ccccc4nc3n2Cc2ccco2)c1 | -9.0
COc1ccc(C)c2sc(N(CCN(C)C)C(=O)c3cc(C)n(C)n3)nc12 | 1.0
CS(=O)(=O)c1ccccc1C(=O)O | -3.0
O=C(Cn1cc(-c2ccc(F)cc2)cn1)N1CC(S(=O)(=O)Cc2ccco2)C1 | -25.0
O=C(Nc1cccc(-c2ccc3nnc(-c4cccnc4)n3n2)c1)c1ccc2ccccc2n1 | 4.0

These rows are one share of the data; the hit share may differ from the screen's.
